NR2E3 ag-1 = human photoreceptor-specific nuclear receptor agonism. Q9Y5X4. CHO-S Gal4-NCOR/VP16-NR2E3 two-hybrid, luciferase. inhibition of corepressor binding, % at 3.98 µM. 0.35% of 360,000 active. AID 602229;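 active = inhibition above the mean of all tested compounds plus 3 SD, cut at about 70% in these data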;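 note: 0% = DMSO with NR2E3 transfected cells and 100% = cells lacking NR2E3 construct; higher means lower luciferase signal from less NR2E3 corepressor binding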
Target sequence (Q9Y5X4 whole entry, looked up, the tested form may be a part): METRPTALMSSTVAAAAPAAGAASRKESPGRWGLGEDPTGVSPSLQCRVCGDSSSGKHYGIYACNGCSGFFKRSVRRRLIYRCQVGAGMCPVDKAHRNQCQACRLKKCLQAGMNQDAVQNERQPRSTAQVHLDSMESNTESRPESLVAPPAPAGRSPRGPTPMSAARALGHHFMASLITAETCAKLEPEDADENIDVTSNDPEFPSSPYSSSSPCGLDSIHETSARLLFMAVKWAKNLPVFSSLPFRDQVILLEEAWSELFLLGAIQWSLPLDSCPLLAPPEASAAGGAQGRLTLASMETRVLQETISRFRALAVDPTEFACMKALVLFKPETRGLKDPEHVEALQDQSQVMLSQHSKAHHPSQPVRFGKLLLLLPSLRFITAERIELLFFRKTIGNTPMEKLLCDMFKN
iPSC survival up = enhancers of human iPSC single-cell survival; 0.044% of 360,000 active; survival enhancement, % at 20 µM; hiPSC single-cell survival, ATPlite luminescence; 100% = ROCK inhibitor wells, 0% = DMSO; in the data active = survival enhancement above about 18%;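 note: cells exposed to compounds for 16 hours before the ATP read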
HTR2A ag = activates the mouse 5-HT2A serotonin receptor. P35363. CHO-K1 mHTR2A beta-arrestin complementation, luminescence; percent of 30 µM serotonin response. activation, % at 7.6 µM. 0.66% of 360,000 active. AID 624169;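 active = activation above a run cutoff, the mean activation of all tested compounds plus 3 SD, cut at about 14% in these data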;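 note: 0% = plate median of compound wells and 100% = 30 µM serotonin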
Peg3 prom inh = Peg3 promoter activity inhibition. inhibition, % at 20 µM. AID 588405. 1.7% of 360,000 active. HeLa PEG-Prom luciferase reporter, luminescence, overnight;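 active = inhibition of at least 50% at 20 µM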
Shn3 inh set2 = inhibitors of Schnurri-3 3'UTR reporter in osteoblasts; AID 588674; inhibition, % at 12.5 µM; 0.52% of 360,000 active; Clone20 osteoblast Shn3 3'UTR firefly luciferase, 24 h;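 active = mean inhibition of at least 75% with every replicate also reaching 75%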;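 note: 0% = median of neutral control wells and 100% = pilot-screen positive control compound; some compounds past the cut are filed as inactive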
Cardio protect = myocardial damage modulation in H9c2 cells. 0.63% of 360,000 active. protection from H2O2 cell death, % at 20 µM. H9c2 cardiomyocytes, H2O2 injury protection, ATPLite, 2 h;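 active = compounds giving at least 50% protection of heart cells from peroxide-induced death in the single-dose screen, raw or plate-pattern-corrected value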;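 note: 0% = DMSO wells with peroxide and 100% = DMSO wells without peroxide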
PDI turbidity = inhibitors of human protein disulfide isomerase; P07237; AID 588391; 0.052% of 350,000 active; inhibition, % at 10 µM; PDI insulin aggregation turbidity, A650, 90 min;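 active = mean inhibition across replicates of 30% or more, whatever share of single replicates reach that level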;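 note: absorbance from insulin aggregation driven by PDI reduction with DTT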
Target sequence (P07237 whole entry, looked up): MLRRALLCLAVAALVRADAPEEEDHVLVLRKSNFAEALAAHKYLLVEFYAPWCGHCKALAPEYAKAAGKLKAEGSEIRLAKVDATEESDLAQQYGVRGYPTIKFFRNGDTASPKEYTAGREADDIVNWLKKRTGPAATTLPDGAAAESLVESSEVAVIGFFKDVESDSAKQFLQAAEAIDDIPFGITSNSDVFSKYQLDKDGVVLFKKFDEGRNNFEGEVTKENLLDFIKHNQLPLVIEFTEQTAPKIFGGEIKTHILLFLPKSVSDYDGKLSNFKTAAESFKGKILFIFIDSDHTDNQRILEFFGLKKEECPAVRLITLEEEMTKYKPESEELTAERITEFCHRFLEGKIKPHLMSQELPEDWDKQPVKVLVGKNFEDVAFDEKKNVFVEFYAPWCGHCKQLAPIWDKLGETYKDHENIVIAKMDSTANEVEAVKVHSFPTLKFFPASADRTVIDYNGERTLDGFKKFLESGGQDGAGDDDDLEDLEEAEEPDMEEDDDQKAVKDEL
HIF-2a inh = inhibitors of HIF-2a. 786-0 RCC cells HIF-2a reporter, luciferase luminescence, overnight. inhibition, % at 18.8 µM. 0.72% of 360,000 active;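 active = inhibition of the luminescence signal of 40% or more relative to plate controls, in a single-dose primary screen at 18.75 µM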
MITF TRPM1 inh = MITF TRPM1 promoter inhibition in SK-MEL-5 cells | inhibition, % at 12.5 µM | SK-MEL-5 TRPM1 promoter luciferase, 24 h | 0.83% of 330,000 active;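 active = mean inhibition across replicates of 60% or more, whatever share of single replicates reaches that level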; note: values of inactives mirror those of a sister screen read the other way
NR2E3 ag-2 = activates human photoreceptor nuclear receptor NR2E3; Q9Y5X4; GST-NR2E3/biotin-RetCOR TR-FRET, 1536-well; inhibition of corepressor binding, % at 4.78 µM; 0.12% of 320,000 active; AID 2300;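 active = percent inhibition above the cutoff of mean plus 3 SD of all tested compounds, set per screening campaign, cut at about 20% in these data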;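 note: 0% = DMSO wells and 100% = biotin wells as full block of FRET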
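Format: 1536-well format; test system: GST-NR2E3 and biotin-RetCOR proteins; read-out basis: percent inhibition of TR-FRET ratio; timing: 5 h incubation at 4 °C; detection: time-resolved FRET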
CaV13 FRET inh = Primary screen for inhibitors of IQ motif and Ca2+-dependent inactivation inhibitor domain binding in CACNA1D, Förster resonance energy transfer in living cells, … | HEK cells, CFP/YFP FRET ICDI-IQ, plate reader, 10 min; percent FRET-ratio fall versus neutral wells | inhibition, % at 12.3 µM | 0.098% of 340,000 active;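 active = mean replicate inhibition of at least 30% and at least 1% of replicates passing that level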;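 note: 0% = median of the neutral control wells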
The depositor's hits bear a star; / = no result given. Rows are unselected; 3.9% or so of the library scored in one or more.

SMILES	NR2E3 ag-1	iPSC survival up	HTR2A ag	Peg3 prom inh	Shn3 inh set2	Cardio protect	PDI turbidity	HIF-2a inh	MITF TRPM1 inh	NR2E3 ag-2	CaV13 FRET inh
O=S(=O)(CCn1cccc1)CCn1cccc1	-5.5	2.6	-2.8	4.1	-4.9	-7.5	-3.5	5.9	-0.9	4.2	-3.9
Cn1c(CN2CCN(CC#N)CC2)c(C#N)c2ccccc21	-25.6	-1.8	-7.2	19.5	9.8	0.9	-3.0	14.1	-6.5	0.0	0.8
CCCC(=O)Nc1ccccc1NC(=O)C1CCCCC1	-0.1	0.3	0.4	11.4	-6.1	-2.4	-0.1	-7.1	-0.5	7.8	-6.0
CCOc1cc(/C=N/N=C2/NC(=O)C(CC(=O)O)S2)ccc1OCc1ccccc1Cl (configuration not stated)	-33.6	-1.8	0.6	-0.2	-11.5	-2.3	-6.6	6.9	-8.8	2.9	-3.7
Cc1ccc(S(=O)(=O)/N=C2/NC(=O)/C(=C\c3ccco3)S2)cc1	-26.4	4.1	1.1	6.1	-10.2	4.4	-1.4	8.0	2.2	0.7	-7.8
Cc1ccc2c(c1)c1nnc(SCC(=O)N3CCCc4ccccc43)nc1n2CC(=O)O	-33.9	0.3	-5.3	2.3	12.6	-1.4	9.1	-2.9	3.8	3.3	-4.9
CC(=O)Nc1cccc(NC(=O)c2cccc(OCc3ccccc3)c2)c1	-110.6	0.6	-1.0	-28.5	20.3	-9.0	-16.9	-89.6	-5.4	2.7	-17.6
Cc1ccc(NC(=O)N2CCCCCC2)cc1C	-109.6	1.3	4.2	-180.4	-40.4	-3.0	3.9	-190.8	-34.2	-1.0	-6.3
CCOC(=O)CCc1c(C)c(C#N)c2nc3ccccc3n2c1-n1ccnc1	-1.2	2.4	-2.1	1.8	-15.8	7.5	-2.5	10.3	-2.7	-1.5	/
COc1ccc(-c2nc3c4ccccc4ccn3c2Cc2cccc(F)c2)cc1OC	-69.3	0.7	-6.5	-191.1	-11.4	-0.9	/	-234.2	/	/	-6.0
CCN(CC)CCCNC(=O)c1ccc2c(=O)n(Cc3ccc4c(c3)OCO4)c(=S)[nH]c2c1	-3.9	-0.7	-9.6	56.1*	-14.8	3.8	0.1	17.6	-10.6	2.4	-0.7
O=C(CS(=O)(=O)c1ccc2ccccc2c1)Nc1ccccc1Cl	8.6	4.0	1.1	13.3	5.5	-1.2	-4.1	21.0	-11.6	0.2	-4.4
O=c1cc(CN2CCc3ccccc32)nc2sccn12	-2.9	-0.1	-1.0	7.6	-5.8	24.2	10.0	-7.6	0.3	0.4	0.5
Cc1ccc(S(=O)(=O)Oc2ccc(/C=N/N=C3/NC(=O)C(CC(=O)O)S3)cc2)cc1 (configuration not stated)	-10.5	0.3	-3.9	12.7	10.2	2.4	3.1	3.8	11.7	/	-4.1
O=C1N2CN(C(c3ccccc3)c3ccccc3)CN=C2SC1(CO)CO	-10.8	-2.7	4.5	4.2	4.5	-0.4	-7.8	7.4	11.5	0.1	/
COc1cccc(NC(=O)CCNC(=O)C2CCN(S(=O)(=O)c3ccc(F)cc3)CC2)c1	17.1	0.6	-0.2	-10.3	6.3	-0.2	-2.4	12.1	2.5	1.3	-3.0
Cc1cc(Nc2ccccc2)nc(N)n1	-37.9	-1.8	-4.3	0.6	4.0	-2.5	-2.2	-25.8	6.2	1.6	-7.1
COc1ccc(CCN(Cc2cccs2)S(=O)(=O)c2ccc(-n3cnnn3)cc2)cc1OC	3.3	-2.1	-2.0	11.7	28.8	-19.8	-10.0	14.5	-4.4	2.1	-4.6
Cc1cccc(NC(=S)NC(=O)c2cc(-c3ccccc3)nc3ccccc23)c1	-2.1	-1.4	6.3	34.8	-7.3	6.1	-6.0	18.4	1.1	1.2	-5.8
N#CCSc1nnc(CNc2cccc(Cl)c2)o1	-42.1	1.2	-2.5	-1.0	-6.0	-1.5	-2.5	-7.1	-0.6	-0.8	-7.5
O=C(NCc1ccccc1)c1ccc(CN2CCC(Cc3ccccc3)CC2)cc1	18.0	-0.7	-8.3	28.8	5.4	0.4	17.7	22.2	-37.3	/	-18.2
O=C(Cn1ncc2c3ccccc3n(Cc3ccccc3)c2c1=O)NCCCN1CCCC1	-7.9	0.7	-4.6	11.9	5.4	1.8	4.6	3.1	-15.3	0.1	-2.5
CS(=O)(=O)c1ccc(C(=O)Nc2ccc(S(=O)(=O)N3CCCCC3)cc2)cc1	8.1	-0.3	-5.5	17.2	17.9	-9.8	-4.4	6.5	7.2	-0.5	-6.1
O=C(Nc1nc2ccccc2c(=O)s1)c1ccco1	9.7	-0.8	3.5	-0.8	19.9	19.7	2.1	2.1	-15.9	3.3	-1.9
CCCCC(NC(=O)c1ccc(C#N)cc1)C(=O)NCCC (configuration not stated)	7.1	2.4	3.7	3.5	0.3	2.7	1.1	9.6	/	0.2	-5.7

Whole records as entered above. Order of screens: NR2E3 ag-1, iPSC survival up, HTR2A ag, Peg3 prom inh, Shn3 inh set2, Cardio protect, PDI turbidity, HIF-2a inh, MITF TRPM1 inh, NR2E3 ag-2, CaV13 FRET inh
Cc1ccc2c(c1)c1nnc(SCC(=O)N3CCCc4ccccc43)nc1n2CC(=O)O across the screens: -33.9, 0.3, -5.3, 2.3, 12.6, -1.4, 9.1, -2.9, 3.8, 3.3, -4.9
COc1cccc(NC(=O)CCNC(=O)C2CCN(S(=O)(=O)c3ccc(F)cc3)CC2)c1 across the screens: 17.1, 0.6, -0.2, -10.3, 6.3, -0.2, -2.4, 12.1, 2.5, 1.3, -3.0

Three entries picked at random from those above, as already listed:
SMILES	NR2E3 ag-1	iPSC survival up	HTR2A ag	Peg3 prom inh	Shn3 inh set2	Cardio protect	PDI turbidity	HIF-2a inh	MITF TRPM1 inh	NR2E3 ag-2	CaV13 FRET inh
CC(=O)Nc1cccc(NC(=O)c2cccc(OCc3ccccc3)c2)c1	-110.6	0.6	-1.0	-28.5	20.3	-9.0	-16.9	-89.6	-5.4	2.7	-17.6
COc1ccc(CCN(Cc2cccs2)S(=O)(=O)c2ccc(-n3cnnn3)cc2)cc1OC	3.3	-2.1	-2.0	11.7	28.8	-19.8	-10.0	14.5	-4.4	2.1	-4.6
Cc1ccc(NC(=O)N2CCCCCC2)cc1C	-109.6	1.3	4.2	-180.4	-40.4	-3.0	3.9	-190.8	-34.2	-1.0	-6.3

The results go on:
SMILES	NR2E3 ag-1	iPSC survival up	HTR2A ag	Peg3 prom inh	Shn3 inh set2	Cardio protect	PDI turbidity	HIF-2a inh	MITF TRPM1 inh	NR2E3 ag-2	CaV13 FRET inh
Cc1ccc(Cc2nc(-c3cccnc3)no2)cc1	-1.9	-1.0	4.3	-49.7	-7.0	1.2	8.9	-74.2	-14.5	3.3	-4.1
COc1cc(-c2ccc3oc(-c4ccsc4)c(C#CC4(O)CCCCC4)c3c2)cc(OC)c1OC	8.8	-0.8	4.9	21.0	15.1	-6.2	-2.4	-2.1	2.3	0.9	-5.5
O=C(O)CCS(=O)(=O)c1nc(-c2cccs2)cc(C(F)(F)F)n1	-0.3	-0.4	0.0	12.1	-18.1	-10.6	-1.1	4.6	2.9	0.9	-6.7
CCOC(=O)CNC(=S)N(CCCN1CCCC1)Cc1cccs1	21.1	0.7	29.2*	-0.5	6.4	1.7	7.7	15.1	5.0	-3.4	-9.5
O=C1NC[C@H](CCCCN2C[C@H](Cc3ccc(O)cc3)N(CCC3CCCCC3)C(=O)C2=O)N(CCc2ccc(O)cc2)C1=O	1.7	0.1	4.0	/	/	/	/	-2.7	/	/	-3.8
O=C(Nc1ccon1)Nc1cc(Cl)ccc1Cl	-25.5	0.1	-1.2	-15.6	7.1	-10.2	-2.6	0.2	2.8	-2.5	/
CCN1C(=O)CS/C1=N\c1nccs1	6.1	-1.0	-3.0	6.8	-2.9	16.4	-4.6	13.2	-0.4	0.3	-6.2
CCN(CC)S(=O)(=O)c1ccc(OC)c(NC(=S)Nc2ccc(C)c(C)c2)c1	-23.8	-0.9	-4.7	-4.4	3.9	-8.4	1.6	-31.1	-0.9	3.6	-4.7
CCCCNC(=O)[C@@H]1CSC2c3ccc(OC)c(OC)c3C(=O)N21 (some centres not stated)	10.0	-0.5	1.1	14.2	-2.5	1.7	1.2	4.3	0.9	2.3	-2.9
CCn1c(SCC(=O)c2ccc(NC(C)=O)c(OC)c2)nnc1-c1ccc(NS(C)(=O)=O)cc1	20.5	2.1	4.8	-61.9	-9.8	3.9	13.0	20.7	-4.5	-2.6	-4.4
N#C/C(=C\Nc1ccc(Cl)cn1)S(=O)(=O)c1ccccn1	-26.0	-0.5	1.3	10.6	-19.2	1.5	-1.5	16.6	-3.4	1.4	1.0
Nc1c(C(=O)NCc2ccc3c(c2)OCO3)nnn1Cc1cccc(F)c1	10.2	0.1	3.6	0.3	-17.5	-2.1	-1.1	0.1	7.0	1.0	-14.4
COc1ccc(CC(=O)NN2C(=O)c3ccccc3C2=O)cc1	-4.0	-1.0	-1.7	-7.2	7.3	-2.6	2.7	6.8	-6.9	-1.5	-4.7
O=C(c1ccco1)N1CCN(S(=O)(=O)Cc2ccccc2Cl)CC1	4.1	0.3	0.7	4.7	-1.5	-0.1	5.5	1.9	-13.1	2.1	-2.5
CC(C)C[C@H](NC(=O)C1CC(=O)N(c2ccc(F)cc2)C1)C(=O)N1CCCCC1 (some centres not stated)	-5.4	-0.7	1.4	4.0	6.3	1.2	-0.8	-1.3	5.0	-1.1	-14.3
COc1ccc(NC(=O)c2cc(-c3cccs3)on2)c(OC)c1	-4.5	-0.1	-4.7	-7.1	-15.3	-2.7	-5.6	-22.1	-10.3	-3.7	-2.7
CCCn1c(=O)c2c(nc3n2CCCN3CCc2ccc(OC)c(OC)c2)n(C)c1=O	2.7	-0.4	7.5	9.3	13.6	16.4	-4.5	15.4	-2.9	1.6	-1.6
O=[N+]([O-])c1cccc(COc2ccc(CN3CCCC3)cc2)c1	-80.2	2.5	0.2	-213.7	-64.0	2.1	-4.5	-189.1	-87.6	/	-5.9
O=C(NCc1ccccn1)c1ccccc1OCc1ccccc1Cl	-5.1	-1.7	23.6*	13.5	6.3	9.7	-0.7	2.2	/	/	-9.9
O=C(CCNS(=O)(=O)c1cccc2nonc12)NCc1cccs1	10.2	-1.5	-1.9	-9.9	8.9	-5.9	-2.2	7.7	-9.9	-2.9	-3.9
CCCCCN1C=CC(=C2C(=O)c3ccccc3C2=O)C=C1	25.7	-1.0	2.8	103.1*	93.1*	-23.9	4.7	88.2*	99.1*	2.5	-117.6
COC(=O)c1ccc(C(=O)NN)cc1	24.9	-0.3	-1.9	5.0	0.3	2.3	-43.2	20.1	6.6	-2.9	-19.5
O=S(=O)(CCc1nc2ccccc2o1)c1ccc2ccccc2c1	-0.3	-0.7	-2.3	-2.7	-7.0	3.6	8.0	0.9	4.1	-0.7	-5.1
Cc1ccccc1OCC(=O)OCC(=O)N1CCc2ccccc21	8.7	-0.3	-1.0	2.8	-7.8	-0.6	-1.8	0.7	-4.7	/	-6.0
O=C(Nc1cccc(S(=O)(=O)N2CCOCC2)c1)[C@@H]1CCCN1S(=O)(=O)c1ccc(Cl)cc1	11.1	1.2	-3.7	3.1	-16.6	-0.7	-6.1	2.6	8.1	2.5	-14.9
